Compound activity from PubChem BioAssay.
UHRF1 binding: human UHRF1 methylated DNA binding inhibitors | 0.75% of 370,000 active | inhibition, % at 4.4 µM | UHRF1 binding to methylated oligo, TR-FRET | Q96T88; in the data active means inhibition above about 21%;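 further: UHRF1 SRA domain binding a hemimethylated CpG hairpin DNA probe; 0% = median of test compound wells and 100% = reference inhibitor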
MBD2 inh: MBD2-methylated oligo binding inhibition | Q9UBB5 | TR-FRET, MBD2 binding to methylated oligonucleotide | inhibition, % at 4.4 µM | 0.31% of 370,000 active; in the data active means inhibition above about 13%
Target sequence (Q9UBB5 whole entry, looked up): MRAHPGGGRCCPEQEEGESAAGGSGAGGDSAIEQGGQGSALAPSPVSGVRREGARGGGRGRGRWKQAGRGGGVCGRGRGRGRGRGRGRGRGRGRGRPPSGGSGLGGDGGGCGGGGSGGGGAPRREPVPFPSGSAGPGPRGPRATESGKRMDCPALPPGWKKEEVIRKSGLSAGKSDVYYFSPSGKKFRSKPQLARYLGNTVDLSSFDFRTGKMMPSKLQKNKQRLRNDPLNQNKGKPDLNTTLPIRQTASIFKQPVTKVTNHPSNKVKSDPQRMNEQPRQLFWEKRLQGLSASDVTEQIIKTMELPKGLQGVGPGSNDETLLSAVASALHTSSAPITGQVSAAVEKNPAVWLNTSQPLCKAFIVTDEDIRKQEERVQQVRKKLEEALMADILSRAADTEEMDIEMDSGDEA
TCR-CD3 inh: blocks the human TCR-CD3 interaction | TAMRA-labeled TCR probe fluorescence, biochemical | inhibition, % at 9.4 µM | 0.37% of 360,000 active; in the data active means inhibition above about 19%;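 further: recombinant mutant TCR 2C K166C tagged with TAMRA read by polarization; 0% = receptor in buffer alone and 100% = receptor with positive control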
HTRA1 inhibitor: inhibitors of human serine peptidase HTRA1 | 0.5% of 340,000 active | recombinant HTRA1, FP-rhodamine activity-based probe, fluorescence polarization | inhibition, % at 5.96 µM | Q92743; in the data active means inhibition above about 36%;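 further: 0% = enzyme with DMSO and 100% = wells lacking enzyme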
LEDGF integ inh: blocks HIV-1 LEDGF/p75-dependent DNA integration; TR-FRET IN-LEDGF/p75 DNA integration, Eu/Cy5; inhibition, % at 3.7 µM; 0.64% of 370,000 active; AID 743269;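 active means inhibition above the screen-wide mean plus 3 SD, cut at about 13% in these data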;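 further: signal is the Cy5 over europium emission ratio at 671 and 618 nm; 0% = plate median of compound wells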
PRMT1 FP inh: blocks human protein arginine methyltransferase 1; Q99873; recombinant PRMT1, activity-based probe fluorescence polarization; inhibition, % at 2.79 µM; 1.3% of 370,000 active;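 active means inhibition above about 21% made by adding two undisclosed values, limit read from the data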
Rev-erbA mod: modulators of human Rev-erb alpha DNA binding; P20393; activity, % at 10 µM; 0.79% of 370,000 active; Rev-erbα–FITC-DNA binding, fluorescence polarization, 90 min;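 active means activity above about 14%, limit read from the data; passing the limit was not always enough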;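 further: 0% = DMSO wells with 35 nM protein and 100% = DMSO wells with 750 nM protein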
PG9 Ab binder: PG9 antibody binding by small molecule; TR-FRET gp120-PG9 antibody binding; inhibition, % at 6.7 µM; 0.43% of 360,000 active; AID 624416; in the data active means inhibition above about 8.5%
rCAG RNA binder: molecules binding r(CAG) RNA repeats; 1.3% of 370,000 active; r(CAG) RNA repeat, TO-PRO-1 dye displacement fluorescence; inhibition, % at 3 µM;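 active means inhibition above the plate cutoff, the mean of all test compounds on that plate plus 3 SD, cut at about 35% in these data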;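 further: 0% = DMSO alone and 100% = 100 µM mitoxantrone as full dye displacement; higher means more dye released from RNA so lower well fluorescence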
mABHD4 FP: inhibits mouse alpha/beta hydrolase domain 4; Q8VD66; purified mABHD4, FP-Rh probe fluorescence polarization; inhibition, % at 8.92 µM; 0.54% of 370,000 active; AID 720543;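 active means inhibition exceeding the mean over every tested compound plus 3 SD, cut at about 30% in these data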;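 further: 0% = plate median of compound wells and 100% = S159A mutant with DMSO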
Target sequence (Q8VD66 whole entry, looked up, the tested form may be a part): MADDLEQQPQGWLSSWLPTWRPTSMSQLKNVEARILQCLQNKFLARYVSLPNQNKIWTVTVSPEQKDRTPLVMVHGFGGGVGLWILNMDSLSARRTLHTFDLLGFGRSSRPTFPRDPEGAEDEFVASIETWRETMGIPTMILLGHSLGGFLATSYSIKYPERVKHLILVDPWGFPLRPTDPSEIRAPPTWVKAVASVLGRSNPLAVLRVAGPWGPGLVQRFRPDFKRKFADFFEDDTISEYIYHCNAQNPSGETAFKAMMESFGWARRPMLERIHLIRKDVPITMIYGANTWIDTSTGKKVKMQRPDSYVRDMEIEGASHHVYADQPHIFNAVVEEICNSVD
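System: mouse ABHD4 enzyme, wild type / Medium: HEPES pH 7.0, NaCl, Pluronic buffer / Reagent: FP-Rh activity-based fluorescent probe / Control set: S159A mutant high control, sample median low control / Detection: fluorescence polarization with parallel and perpendicular emission, 525/598 nm / Schedule: 45 min + 60 min at 25 °C / Compound dosing: 8.92 µM, single dose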
The depositor's hits bear a star; · = not tested or not shown. A portion of the library. The share of hits here may be higher or lower than overall.

SMILES | UHRF1 binding | MBD2 inh | TCR-CD3 inh | HTRA1 inhibitor | LEDGF integ inh | PRMT1 FP inh | Rev-erbA mod | PG9 Ab binder | rCAG RNA binder | mABHD4 FP
CCOC(=O)c1c(NC(=O)COC(=O)CCCOc2ccc(OC)cc2)sc(C(=O)N(C)C)c1C | -1 | -5 | 1 | -15 | 0 | -5 | 2 | -1.3 | 1 | 0
COc1ccc(S(=O)(=O)N2CCC(C(=O)NCc3ccc(C)cc3)CC2)cc1 | 0 | -2 | 0 | -8 | 0 | 2 | -2 | 0.2 | 1 | 6
CCn1c(=O)c(C(=O)CN2CCN(S(=O)(=O)c3cc(C)ccc3C)CC2)c(N)n(Cc2ccccc2)c1=O | -2 | 0 | 3 | -6 | 50* | 0 | 0 | -1.9 | 6 | 5
O=C(NCc1ccco1)c1ccc(CNc2c(N3CCCCC3)c(=O)c2=O)cc1 | 3 | -2 | -11 | 2 | 6 | -3 | -6 | 0.6 | 8 | -1
COc1ccc(/C=N/NC(=O)c2cc(C3CC3)[nH]n2)cc1OC | -3 | 2 | 6 | 5 | 3 | 2 | 5 | 0.6 | -1 | 1
O=C(C[C@H]1C/C=C\C[C@H](Cc2ccc(F)cc2)C(=O)O[C@@H](c2ccccc2)CNC1=O)N[C@H](CO)Cc1ccccc1 | 1 | -2 | 1 | -4 | -1 | -1 | -6 | 1.0 | -4 | 4
COc1cc(/C=N\NC(=O)c2ccc(-c3ccccc3)cc2)cc(OC)c1OC(C)=O | -1 | -1 | 1 | -19 | 4 | 0 | -5 | -2.3 | 1 | 2
CC1(C(=O)NS(=O)(=O)C2CC2)CCN(C(=O)c2cccc(OC(F)(F)F)c2)C1 (stereo unspecified) | 1 | -7 | -6 | · | 0 | 2 | -3 | -1.9 | 0 | 4
CCN1CCN(C(=S)c2ccc(OC)cc2)CC1 | -1 | 1 | -1 | 0 | 2 | 48* | -4 | 1.2 | -4 | 2
Cc1ccc(C(O)P(=O)(OC2CCCCC2)OC2CCCCC2)cc1 (stereo unspecified) | 0 | -4 | 11 | -5 | -4 | 0 | 1 | -1.2 | -10 | 4
Cc1c(-c2nc(N)nc(Nc3ccccc3)n2)oc2ccccc12 | 1 | 3 | 14 | -75 | -1 | -1 | 3 | -0.5 | 10 | 17
O=C(CN1C(=O)c2ccccc2S1(=O)=O)NCc1ccco1 | -2 | -2 | 3 | -1 | -2 | 0 | 0 | -0.7 | 2 | -4
c1ccc(CCNc2nc3ccccc3n3nnnc23)cc1 | 4 | 2 | -5 | 2 | 2 | 9 | 49* | 1.7 | -2 | -3
CCCC(=O)NNC(=O)CCC(=O)NCc1ccccc1 | 17 | 8 | 0 | -2 | -1 | 0 | -1 | -0.5 | -1 | 7
COc1cc2sc(-c3ccc(S(C)(=O)=O)cc3)c(C(=O)NCCCCO)c2cc1OC | -4 | 0 | 2 | -2 | -2 | -1 | -4 | -0.9 | 1 | 2
C[C@@H]1CN([C@@H](C)CO)C(=O)CCCn2nncc2CO[C@H]1CN(C)C(=O)Nc1ccc(F)cc1 | 0 | -4 | 1 | 2 | 0 | -3 | 4 | -0.2 | 1 | 3
COc1ccc(OC)c(NC(=O)c2cc(-c3cc(C)c(C)cc3O)n[nH]2)c1 | 1 | -7 | -2 | -4 | 0 | -4 | 4 | -0.6 | 14 | -7
CCN(CC)S(=O)(=O)c1ccc2c(c1)c(=O)c(C(=O)NCc1ccco1)cn2C | 2 | 7 | -4 | -16 | -6 | 3 | 3 | -1.1 | 7 | 5
COc1ccc2[nH]c(=O)c(C(c3nnnn3C(C)(C)C)N(Cc3ccco3)CC3CCCO3)cc2c1 (stereo unspecified) | -2 | 3 | 2 | -3 | 1 | 1 | -2 | -1.2 | -4 | 7
CC(=O)Nc1ccc(S(=O)(=O)NC2(C(F)(F)F)C(=O)Nc3c2c(=O)[nH]c(=O)n3C)cc1 (stereo unspecified) | 9 | 3 | 1 | -2 | -4 | -2 | -4 | 4.3 | -3 | 4
COc1ccc(CCNC(=O)C(CC(C)C)NC(N)=O)cc1 (stereo unspecified) | -3 | -2 | -2 | 0 | 2 | -3 | -3 | -2.9 | 1 | 3
O=C(c1ccc(Cl)cc1)c1oc2ccccc2c1CS(=O)c1ccccc1 (stereo unspecified) | 0 | -4 | 5 | -18 | 1 | 2 | -3 | -2.0 | 19 | -5
Cc1cc2oc(=O)cc(Cn3ccnc3)c2cc1C | -2 | -7 | 8 | 1 | -1 | -2 | 1 | 0.3 | 3 | 2
CCOc1ccccc1C(=S)NC1CCCCC1 | -2 | -2 | 4 | -4 | 1 | -1 | 3 | -0.3 | -2 | 0
COc1cc([C@H]2OC[C@H]3[C@@H]2CO[C@H]3c2ccc(O)c(OC)c2)ccc1O | 0 | 2 | -4 | 2 | -4 | 2 | -4 | 0.4 | 5 | 7
Continuation.
SMILES | UHRF1 binding | MBD2 inh | TCR-CD3 inh | HTRA1 inhibitor | LEDGF integ inh | PRMT1 FP inh | Rev-erbA mod | PG9 Ab binder | rCAG RNA binder | mABHD4 FP
CCc1noc(C)c1C(=O)N1CCCSC1=Nc1ccccc1 | -1 | -1 | 1 | 1 | -3 | 1 | -4 | 0.1 | -5 | 0
O=C(Nc1ccc2c(c1)CN(Cc1ccccc1O)CC2)C1CCCO1 (stereo unspecified) | 1 | 3 | -7 | 0 | -1 | 3 | 5 | -2.0 | -5 | 4
COc1ccc(CN(CCN2CCOCC2)C(=O)c2ccccc2C)cc1OC | -4 | 2 | · | · | 2 | 0 | 5 | · | 1 | 4
Cc1ccc(C2c3c(n[nH]c3C(C)C)C(=O)N2c2ccccc2)cc1 (stereo unspecified) | 3 | 2 | -2 | · | -3 | 7 | -2 | 2.0 | 2 | -11
Cc1ccc(NS(=O)(=O)c2ccc(C(=O)N3CC(C)CC(C)C3)cc2)cc1 (stereo unspecified) | 0 | -4 | 5 | -4 | 4 | 2 | -5 | 1.7 | -4 | -1
COC(=O)C1CN(Cc2ccc(C)cc2)CCS(=O)(=O)N1Cc1cn(Cc2ccc(F)cc2)nn1 (stereo unspecified) | 10 | 6 | · | · | 2 | -2 | -5 | · | 1 | -2
C/C(=N\NC(=O)COc1ccc(C)cc1Br)c1cc([N+](=O)[O-])cs1 | 3 | 3 | 4 | -17 | 2 | -6 | -2 | -3.4 | 3 | -10
O=C(CN1CCSCC1)N/N=C/c1ccc(F)cc1F | 1 | 1 | 4 | 0 | 0 | -2 | -3 | -1.3 | -1 | 2
O=C(CCCC(=O)N(CC(=O)NC1CCCC1)C1CCCC1)Nc1ccccn1 | -1 | 3 | 5 | -1 | -3 | 1 | 1 | 0.2 | -5 | -3
C/C(=N\NC(=S)NCc1ccccc1)c1cccs1 | -1 | 4 | -2 | -21 | 0 | -2 | 0 | -1.6 | -1 | -8
CC1Cc2nc(SCC(=O)N3CCN(c4ccccc4)CC3)n(C)c(=O)c2S1 (stereo unspecified) | 0 | -1 | -4 | -1 | -4 | 6 | 1 | -0.1 | 3 | -7
COc1cc(OC)cc(C(=O)Nc2cc(C)on2)c1 | -1 | -1 | -5 | -1 | -3 | 1 | 9 | -0.5 | -4 | 2
CN(/N=C/c1ccccc1O)C(=S)c1ccccc1 | -2 | -1 | -4 | -8 | 3 | -1 | -2 | -2.2 | -3 | -2
Cc1cccc(Nc2ccc(C(=O)O)cc2[N+](=O)[O-])c1C | -2 | 2 | -4 | 6 | -4 | 6 | 0 | 0.7 | 5 | 37*
Cc1cccc(Cn2ccc(NC(=O)c3ccc4c(c3)OCO4)n2)c1 | -1 | -1 | 1 | -11 | 4 | -3 | 6 | -2.4 | 2 | -5
Cc1ccc2c(c1)N(S(=O)(=O)c1ccc3c(c1)NC(=O)CC(=O)N3)CCO2 | -1 | 0 | -1 | 2 | -1 | -1 | 5 | 1.3 | 3 | -4
O=C(CCCNC(=O)c1ccc(Cl)cc1)Nc1ccc(S(=O)(=O)Nc2ncccn2)cc1 | 2 | 0 | 0 | -4 | 2 | -1 | -3 | 0.1 | 2 | 2
CNC(C)C(=O)NC(C(=O)N1CCCC1C(=O)Nc1cccc2ncccc12)C(C)C (stereo unspecified) | -1 | -3 | · | · | 3 | -4 | 0 | · | · | -3
O=C1CSc2ccc(C(=O)NCCc3ccc(Cl)cc3Cl)cc2N1 | 0 | -1 | 2 | -9 | 4 | 2 | -1 | -2.7 | 7 | -1
CCC1CCCCN1S(=O)(=O)c1ccc2c(c1)CCN2C(C)=O (stereo unspecified) | 2 | 2 | 14 | 7 | 0 | -2 | -4 | -0.4 | 0 | 2
Cc1cccc(C(=O)O)c1NC(=O)Cc1cccc2ccccc12 | 6 | -4 | -2 | -6 | 2 | -1 | -2 | -2.6 | 6 | -2
COC(=O)c1scc(C)c1S(=O)(=O)Nc1ccc(C)cc1 | 0 | 1 | 1 | -1 | 1 | 5 | -1 | 2.7 | 1 | -2
COc1ccc(CNC(=O)CN(C(=O)CCC(=O)Nc2nccs2)c2ccccc2C)cc1 | -1 | 2 | 1 | -3 | -1 | 2 | -1 | -0.5 | -6 | 5
Cc1ccc2nc3c(cc(C(=O)NCCc4ccccc4)c(=N)n3CCCN3CCOCC3)c(=O)n2c1 | -1 | -1 | -1 | 7 | 3 | -3 | -3 | 0.8 | 4 | -5
COc1ccc(CNC(=O)c2coc(=O)c3ccccc23)cc1 | -2 | 1 | 5 | 1 | -1 | 2 | -6 | -0.8 | -1 | 0

Four of the compounds above, with values under each structure.
Every second line gives: UHRF1 binding | MBD2 inh | TCR-CD3 inh | HTRA1 inhibitor | LEDGF integ inh | PRMT1 FP inh | Rev-erbA mod | PG9 Ab binder | rCAG RNA binder | mABHD4 FP
- COc1cc(OC)cc(C(=O)Nc2cc(C)on2)c1
→ -1 | -1 | -5 | -1 | -3 | 1 | 9 | -0.5 | -4 | 2
- O=C(CCCNC(=O)c1ccc(Cl)cc1)Nc1ccc(S(=O)(=O)Nc2ncccn2)cc1
→ 2 | 0 | 0 | -4 | 2 | -1 | -3 | 0.1 | 2 | 2
- COc1ccc(CNC(=O)c2coc(=O)c3ccccc23)cc1
→ -2 | 1 | 5 | 1 | -1 | 2 | -6 | -0.8 | -1 | 0
- CCc1noc(C)c1C(=O)N1CCCSC1=Nc1ccccc1
→ -1 | -1 | 1 | 1 | -3 | 1 | -4 | 0.1 | -5 | 0

(continued)
SMILES | UHRF1 binding | MBD2 inh | TCR-CD3 inh | HTRA1 inhibitor | LEDGF integ inh | PRMT1 FP inh | Rev-erbA mod | PG9 Ab binder | rCAG RNA binder | mABHD4 FP
COC(=O)NC(=C(Cl)Cl)S(=O)(=O)c1ccccc1 | 0 | 0 | 3 | -1 | -1 | 3 | -1 | -2.3 | -1 | 2
NC(=O)N/N=C/c1ccccc1OC(=O)c1ccccc1Br | -1 | -2 | 4 | -6 | -2 | -1 | -3 | -2.0 | -3 | -2
O=C(CNC(=O)OCc1ccccc1)NC1CCCCNC1=O (stereo unspecified) | 1 | 1 | 4 | -4 | 1 | -4 | -2 | -3.6 | 0 | -3
COc1ccccc1NC(=O)COC(=O)CCc1ccc(S(=O)(=O)N2CCOCC2)cc1 | 4 | 0 | -5 | -5 | 0 | 2 | 5 | 2.2 | 2 | -2
Nc1nnc(CSCc2ccc(F)cc2)s1 | -1 | -3 | 4 | 4 | 0 | 2 | 5 | 0.2 | -1 | 3
C/C(=N\N1CCN(Cc2ccccc2)CC1)c1ccco1 | 2 | 3 | -7 | 5 | 1 | 2 | 0 | 0.7 | -3 | 9
CCn1c(C)nc2cc(C(=O)NNC(=O)Nc3ccc(Cl)cc3)ccc21 | 0 | -6 | 6 | -3 | 1 | 0 | 5 | 0.2 | -1 | -6
